# High-throughput results deposited in PubChem by several laboratories.
# PvdQ acylase – P. aeruginosa PvdQ acylase inhibitors, primary screen, biochemical, fluorescence, plate reader and imaging, single point | inhibition, % at 10 µM | AID 488965, 2010 | hit rate 0.063% among 340,000 | purified PvdQ acylase; in the data active = inhibition above about 30%, passing the limit was not always enough; inconclusive = no clear call, values can overlap the other calls;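 note: 0% = vehicle neutral wells and 100% = reference inhibitor wells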
# SR-BI HDL uptake – inhibitors of SR-BI mediated HDL lipid uptake, primary screen, ldlA[mSR-BI] cells, fluorescence, single point | Scavenger receptor class B member 1 (Mus musculus), Q61009 | inhibition, % at 12.5 µM | hit rate 0.96% among 320,000 | ldlA[mSR-BI] CHO cells, DiI-HDL uptake fluorescence, 3 h;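 active = mean replicate inhibition of at least 70% and a set share of replicates each scoring 70 or more; inconclusive = meets just one of the two criteria; inactive = fails both criteria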;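 note: 0% = median of neutral control wells and 100% = median of positive control wells; values of inactives mirror those of a sister screen read the other way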
# CDK5 inh – inhibitors of human CDK5/p35 kinase, primary screen, biochemical, single concentration | Cyclin-dependent kinase 5 (Homo sapiens) + Cyclin-dependent kinase 5 activator 1 (Homo … | Recombinant CDK5/p35, ADP-Glo luminescence, 60 min | hit rate 0.01% among 330,000 | inhibition, % at 10 µM;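 active = highest replicate inhibition of at least 50% and at least 75% of replicates reaching 50%; inconclusive = only one of the two criteria met; inactive = both criteria failed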;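 note: plate controls were DMSO neutral control for no effect and GW8510 at 10 µM for full effect; many of its hits are not listed in these tables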
# dFosB act – activators of delta FosB homodimer, primary screen, biochemical, fluorescence polarization, TAMRA-CDK5 oligo, single point; activation, % at 25 µM; purified delta FosB; percent of positive-control signal above neutral wells; AID 493131, 2011; hit rate 0.99% among 340,000; Protein FosB (Mus musculus), P13346;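 active = mean activation above about 17%, with every replicate also reaching it, limit read from the data, passing the limit was not always enough; inconclusive = only one of the two conditions met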;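 note: fluorescence polarization rise as delta FosB binds a TAMRA Cdk5 AP-1 oligo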
# Target sequence (P13346 whole entry, looked up): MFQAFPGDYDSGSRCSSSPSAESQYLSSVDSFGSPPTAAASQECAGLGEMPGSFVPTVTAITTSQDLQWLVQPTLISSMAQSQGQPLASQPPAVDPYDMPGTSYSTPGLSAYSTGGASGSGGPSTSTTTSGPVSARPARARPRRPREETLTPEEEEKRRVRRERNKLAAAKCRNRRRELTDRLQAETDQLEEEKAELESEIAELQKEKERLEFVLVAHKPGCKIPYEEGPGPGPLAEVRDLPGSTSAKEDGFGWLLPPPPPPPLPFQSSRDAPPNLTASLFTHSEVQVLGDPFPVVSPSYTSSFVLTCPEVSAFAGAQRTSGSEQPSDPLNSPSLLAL
# SR-BI DiI-HDL act – activators of SR-BI mediated DiI-HDL uptake, primary screen, ldlA[mSR-BI] CHO cells, DiI fluorescence; 3 h; 100 = double the neutral-control signal; hit rate 0.096% among 320,000; activation, % at 12.5 µM;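 active = mean replicate activation of at least 60% and every replicate at or above 60%; inconclusive = mean or all-replicate condition met, but not both; inactive = mean below 60% and not all replicates reaching 60%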;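 note: 0% = median plate neutral-control signal and 100% = twice that signal; values of inactives mirror those of a sister screen read the other way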
#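 Test system: SR-BI-overexpressing, LDLR-lacking CHO cells; Medium: Ham's F12 with 0.5% BSA, HEPES 25 mM, pH 7.4; Schedule: 3 h, 37 °C; Technique: bottom-read fluorescence, 550/595 nm.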
# HTR5A ag ctr – HTR5A agonists in luminescence cell assay, primary screen, counter-screen for OPRM1-OPRD1 heterodimer agonist project, full-deck HTS | cell-based | 5-hydroxytryptamine receptor 5A (Homo sapiens), P47898 | hit rate 0.61% among 340,000 | activation, % at 9.3 µM; in the data active = activation mostly above about 9.5%, no sharp cut-off; inactive = mostly below about 7.6%;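 note: 0% = cells with vehicle only and 100% = reference agonist; strong numbers were not always called active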
# Target sequence (P47898 whole entry, looked up): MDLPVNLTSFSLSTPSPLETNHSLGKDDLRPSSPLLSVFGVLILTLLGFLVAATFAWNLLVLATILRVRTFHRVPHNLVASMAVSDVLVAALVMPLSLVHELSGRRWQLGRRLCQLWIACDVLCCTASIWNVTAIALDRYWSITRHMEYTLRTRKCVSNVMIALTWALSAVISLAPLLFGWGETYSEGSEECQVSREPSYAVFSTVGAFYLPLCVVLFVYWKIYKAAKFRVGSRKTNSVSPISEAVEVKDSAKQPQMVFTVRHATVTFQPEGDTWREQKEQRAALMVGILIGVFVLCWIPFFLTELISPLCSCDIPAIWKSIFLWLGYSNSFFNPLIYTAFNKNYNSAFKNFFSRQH
# Wnt act – Wnt/beta-catenin pathway activators, primary screen, cell-based, plate reader, single point; Wnt/beta-catenin reporter cell assay, activator; activation, % at 9.35 µM; hit rate 1.2% among 300,000; AID 743398, 2014; in the data active = activation above about 30%, passing the limit was not always enough; inconclusive = no clear call, values can overlap the other calls;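 note: 0% = neutral control wells and 100% = positive control wells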
# cardiac RTF act – cardiac RTF calcium sensitivity activators, primary screen, biochemical, IANBD-TnC fluorescence, EC20 calcium; Troponin I, cardiac muscle (Homo sapiens) + Troponin T, cardiac muscle (Homo sapiens) + …; IANBD-labeled TnC RTF fluorescence at EC20 calcium; 0% EC20 calcium, 100% full calcium; activation, % at 7.2 µM; hit rate 0.24% among 340,000;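 active = activation above the mean over all tested compounds plus 3 SD, cut at about 30% in these data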;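 note: rise in fluorescence read as greater calcium sensitivity of cardiac thin filaments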
# MITF TRPM1 HTS – activators of MITF-driven TRPM1 promoter reporter, primary screen, cell-based, SK-MEL-5, luciferase, single point. SK-MEL-5 TRPM1-promoter luciferase, 24 h; % of positive control, neutral wells = 0. AID 588334, 2011. activation, % at 12.5 µM. hit rate 0.75% among 300,000;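 active = mean activation of at least 80% with every replicate also reaching 80%; inconclusive = mean reaches 80% but some replicate falls short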;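 note: 0% = neutral control wells and 100% = parthenolide positive control wells; values of inactives mirror those of a sister screen read the other way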
# Rtt109 HAT inh – inhibitors of C. albicans Rtt109/Vps75 HAT, primary screen, biochemical, ThioGlo CoA-SH fluorescence, plate reader. Histone acetyltransferase RTT109 (Candida albicans (strain SC5314 / ATCC MYA-2876)), …. purified Rtt109/Vps75, 4 h. inhibition, % at 34.9 µM. hit rate 0.16% among 330,000. AID 540336, 2011;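 active = inhibition of at least 50% in every replicate; inconclusive = best replicate reaches 50% inhibition but some replicates fall short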
# Target sequence (Q5AAJ8 whole entry, looked up): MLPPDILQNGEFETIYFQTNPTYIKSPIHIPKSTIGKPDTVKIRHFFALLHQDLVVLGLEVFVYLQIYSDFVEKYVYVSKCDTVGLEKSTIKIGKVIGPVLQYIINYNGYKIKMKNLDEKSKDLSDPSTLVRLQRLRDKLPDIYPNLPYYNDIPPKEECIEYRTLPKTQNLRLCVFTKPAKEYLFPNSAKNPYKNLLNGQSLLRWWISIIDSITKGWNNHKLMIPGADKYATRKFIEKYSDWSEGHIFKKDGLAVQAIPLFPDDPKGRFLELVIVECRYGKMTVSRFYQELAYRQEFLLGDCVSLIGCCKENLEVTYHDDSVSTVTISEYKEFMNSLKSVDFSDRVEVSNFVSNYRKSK
# The depositor's hits bear a star; ? = inconclusive; nt = not tested or not shown; & = joins results of further samples.
SMILES,PvdQ acylase,SR-BI HDL uptake,CDK5 inh,dFosB act,SR-BI DiI-HDL act,HTR5A ag ctr,Wnt act,cardiac RTF act,MITF TRPM1 HTS,Rtt109 HAT inh
Cc1ccc(NC(=O)CNc2cccc(S(=O)(=O)N3CCCC3)c2)cc1F,-17,7,-0.3,-3,-7,3,-2,-13,-8,6
NC(=O)c1ccc(NC(=O)COC(=O)C2CCN(S(=O)(=O)c3cccs3)CC2)cc1,-20,3,-0.1,-2,-3,-2,2,0,-4,1
COC(=O)[C@H](Cc1ccccc1)[C@@H](C)OS(N)(=O)=O,-16,-14,2.1,-3,14,3,-1,-3,2,2
O=C(NC(=S)Nc1ccc(-c2ccc(CO)o2)cc1)c1cccs1,-8,7,0.4,-11,-7,nt,nt,nt,9,-2
Cc1noc(C(=O)N2CC3(C)CC2CC(C)(C)C3)c1Cl (stereo not drawn),-5,25,-0.4,4,-25,0,-1,1,-6,-8
Nc1c2c(nc3ccccc13)CCC2,-7,-13,1.1,-4,13,17,nt,-2,22,-6
Cc1nc2cc(-c3ccccc3)sc2c(=O)n1N,4,3,23,5,-3,-3,1,-3,-91,7
CC(=O)c1cccc(NC(=O)NN2CCN(C)CC2)c1,-5,-13,2.1,-7,13,2,-2,3,-9,-13
CCOc1ccc(OCC)c(NC(=O)C2CCCN2S(=O)(=O)c2cccc3cccnc23)c1 (stereo not drawn),-16,12,1.4,-6,-12,1,2,-3,-18,15
CC(=O)Nc1ccc(C(=O)NN2C(=O)c3ccccc3C2=O)cc1,-10,6,-2.2,5,-6,-4,-1,4,-11,-3
O=C1NCCCc2c1oc1cc(Br)c(O)c(Br)c21,-3,6,4.2,-10,-6,1,-5,2,nt,3
Cc1c(C)c2ccc(OCC(=O)N3CC[C@@]4(O)CCCC[C@H]4C3)c(C)c2oc1=O,-6,-11,-0.6,-12,11,-5,-1,3,-3,-5
CC(=O)c1cc(-c2ccc(F)cc2)n(CCC(=O)Nc2cc(C)[nH]n2)c1C,3,63,0.1,-1,-63,-2,1,2,nt,9
N#CC1=C(N)NC(SCC(=O)Nc2ccccc2)=C(C#N)C12CCCCC2,-13,3,0.9,-12,-3,0,-3,6,-1,1
COc1ccc(/C=C/C(=O)NCC(=O)N/N=C/c2cccs2)cc1,7,41,1.9,-2,-41,1,1,-1,18,10
CC(=O)C(Cc1ccc(Cl)nc1)(Cc1ccc(Cl)nc1)C(C)=O,1,-11,0.4,-6,11,-1,-3,-3,-11,15
COc1ccc(-c2cc(C(=O)N/N=C/c3cccnc3)c3ccccc3n2)cc1,-12,62,1.2,-27,-62,6,8,-1,11,-21
COc1ccc(N2C(=O)CCC(C(=O)Nc3cccc(C)n3)C2c2ccc(OC)c(OC)c2)cc1 (stereo not drawn),-4,-8,-0.3,-12,8,-3,-6,1,nt,4
CC(=O)c1c(NCc2ccccc2)nc(=O)n(-c2ccccc2)c1C,-1,2,-4.9,-2,-2,-2,nt,-1,nt,0
O=C(COC(=O)Cn1cnc2ccccc2c1=O)Nc1ccc2c(c1)OCO2,-5,-9,-0.9,-2,9,0,0,6,12,3
Cc1cc(C(=O)N/N=C\C(Br)=C\c2ccccc2)c(C)o1,-5,17,0.2,-3,-17,nt,14,nt,15,-3
O=C(/C=C/c1ccccc1O)c1ccco1,-21,3,-1.2,2,-3,0,2,12,9,2
O=C(O)c1ccc(/C=N/NC(=O)c2ccc(CN3c4cccc5cccc(c45)S3(=O)=O)cc2)cc1,-5,nt,1.3,-38,nt,6,19,2,-9,-3
Cc1ccccc1-n1c(-c2ccoc2C)n[nH]c1=S,-4,3,0.7,-4,-3,7,nt,-4,-10,6
CCCCC[C@H]1CN(Cc2ccccc2)C(=O)[C@@H]1CC(=O)NCc1ccc(OC)cc1,-5,4,-0.3,-7,-4,0,-3,7,4,8
O=C1NC(Cc2c[nH]c3ccccc23)C(=O)N1Cc1ccc(CN2C(=O)NC(Cc3c[nH]c4ccccc34)C2=O)cc1 (stereo not drawn),-15,13,0.5,-9,-13,5,-2,2,-7,16
CC(=O)CCn1cnc([N+](=O)[O-])n1,-11,4,-6.6,1,-4,15*,-2,1,0,3
O=C(Nc1nc2c(s1)CCCC2)C1COc2ccccc2O1 (stereo not drawn),-1,9,-0.6,9,-9,4,5,1,-3,3
COc1cc(NC(=O)C/C(C)=N/NC(=O)C2CCCCC2)c(OC)cc1Cl,-9,3,-0.4,-13,-3,-2,2,5,-7,4
O=C(O)c1cn(-c2ccccc2)c(=O)c2ccccc12,-3,-27,0.4,-8,27,-1,-4,13,2,2
C[N+]1=C(/C=C/Nc2ccccc2Cl)C(C)(C)c2ccccc21,-8,17,-0.4,-9,-17,6,nt,5,-1,-15
Cc1ccc(NC(=O)c2ccc(CSc3nnc(C)s3)cc2)cc1,-7,45,1.5,0,-45,-1,-3,3,70,-7
COc1ccc(-c2nc3ccccc3s2)cc1O,-1,21,2.6,5,-21,2,-23,3,-44,-1
COc1ccc(C(=O)NC2CCN(C(=S)Nc3cc(C)cc(C)c3)CC2)cc1,-15,28,2.0,-3,-28,6,-3,3,-3,-6
COC(=O)c1ccccc1NC(=O)n1cc(C)cn1,-16,-10,-1.1,0,10,-6,-8,5,nt,-11
CCC(Oc1ccccc1)C(=O)N1CCN(c2ccccn2)CC1 (stereo not drawn),4,8,-1.4,6,-8,-10,nt,-1,-10,7
CCc1nnc(NS(=O)(=O)c2ccc(NC(=O)/C=C/c3ccccc3Cl)cc2)s1,0,6,0.2,-26,-6,0,7,-1,10,6
COCCNC(=O)c1ccc(-c2csc(C)n2)cc1,-12,-29,0.7,-3,29,1,5,0,22,-6
CCOCC(=O)Nc1cc(-c2cn3cccnc3n2)ccc1C,-10,-1,-1.5,-16,1,2,0,0,4,-50
COc1ccc(-c2oc3ccccc3c(=O)c2OC(=O)c2ccc(C)cc2)cc1,5,31,2.0,-8,-31,1,nt,-4,66,-1
CCOC(=O)C1=C(O)c2ccccc2C(=O)/C1=C\c1ccc(CC)cc1,-10,21,6.4,-11,-21,7,-2,-3,-6,2
O=C(NNC(=S)NC1CCCCC1)c1ccccc1O,-10,118*,-1.0,-6,-118,3,-1,8,1,-6
COc1ccc2[nH]c(=O)c(-c3noc(-c4ccc(F)cc4)n3)cc2c1,-3,-30,-0.8,2,30,1,nt,-2,nt,-18
Cc1noc(NS(=O)(=O)c2ccc(NC(=O)COc3ccccc3)cc2)c1C,-11,12,0.7,-1,-13,1,nt,6,-6,-26
CCOC(=O)C(NC(C)=O)C(=O)Nc1c(C)cccc1C (stereo not drawn),-16,-24,-4.3,2,24,0,-6,5,-11,2
CCOC(=O)c1c(NC(=O)CSc2nc3ccc(C)cc3[nH]2)sc2c1CC(C)(C)NC2(C)C,-5,47,-0.8,10,-47,2,-2,-5,-12,?
CC(=O)c1ccc(OCC(=O)NCCC2=CCCCC2)cc1,7,5,1.2,-11,-5,0,-3,-4,4,8
COc1ccc(C(=O)CSc2nnc(CNC(=O)c3ccccc3F)n2C)cc1OC,3,nt,-0.5,-1,nt,-3,-2,-2,-3,0
CC(=O)c1ccc(OCC(O)CN2CCCC(C)C2)cc1 (stereo not drawn),-11,-23,-1.0,7,23,1,-2,-2,5,-10
CCOc1ccc(CCNC(=O)c2c(C)nn(-c3ccccc3)c2Cl)cc1OCC,-14,37,3.9,-11,-37,2,-1,0,-5,-11
CCOC(=O)C1CCCN(C(=O)CC(C)c2ccccc2)C1 (stereo not drawn),-13,19,1.2,-4,-19,-1,13,10,65,-1
COc1cccc(-n2c(=O)c3ccccc3n(CC(=O)NCC3CCCO3)c2=O)c1 (stereo not drawn),-12,nt,0.3,-6,nt,9,-3,-10,nt,-2
CCCc1c(C)nc(N2CCN(c3ccccc3F)CC2)[nH]c1=O,10,-60,2.1,1,60,1,-2,-8,nt,10
O=C(c1ccccc1)N1CCN(C(=O)c2nn3c(C(F)(F)F)cc(-c4ccco4)nc3c2Cl)CC1,-8,28,0.0,-4,-28,-1,-2,4,2,1
NS(=O)(=O)c1ccc(CCNC(=O)C2CCCN2C(=O)OCc2ccccc2)cc1 (stereo not drawn),4&-4,-2,0.1,-8,2,-6,-1,-4,-8,6&-4
O=C(CN1CCN(Cc2ccccc2F)CC1)Nc1ccccc1Cl,-20,-11,0.1,-1,11,-1,1,4,0,-7
CC(C)OCCCNC(=O)Cn1ccc2cc(S(=O)(=O)N3CCCCC3)ccc21,1,-4,-0.6,1,4,1,0,-7,6,4
CC1CCCC(NC(=O)CN(C)CC(=O)Nc2cccc(F)c2)C1C (stereo not drawn),-7,-10,-3.5,-3,10,-3,-1,9,-10,-5
Cc1nn(-c2ccccc2)c(-c2ccccc2)c1C(=O)O,-7,-14,-0.8,-1,14,4,0,-6,1,-22
COC(=O)c1ccc(S(=O)(=O)N2CCCN(Cc3ccccc3)CC2)n1C,-7,-16,0.2,-9,16,-7,5,7,4,-2
# (further entries)
SMILES,PvdQ acylase,SR-BI HDL uptake,CDK5 inh,dFosB act,SR-BI DiI-HDL act,HTR5A ag ctr,Wnt act,cardiac RTF act,MITF TRPM1 HTS,Rtt109 HAT inh
Nc1nc(-c2ccc(Cl)cc2Cl)cn1N,-12,13,1.8,0,-13,2,-1,1,-17,2
O=C(C1CCN(S(=O)(=O)c2cccc3nsnc23)CC1)N1CCCCC1,-10,-4,0.2,-2,4,3,1,-3,5,1
O=C(Nc1cccc(Cl)c1)N(CCN1CCOCC1)Cc1cccc(Cl)c1,3,18,-1.7,-4,-18,-3,0,-4,13,nt
C/C(=N/NC(=O)CC1N=C(Cc2ccccc2)NNC1=O)c1cccnc1 (stereo not drawn),-2,-4,-2.8,-9,4,-4,-1,0,-9,-4
O=C(Oc1ccccc1)c1cccnc1Oc1ccccc1,-1,-2,-3.8,-5,2,-1,0,10,-6,-8
O=C(c1c(F)cccc1F)N1CCN(c2cccc(C(F)(F)F)c2)CC1,-12,-14,2.4,14,14,8,-2,1,1,12
